Assay outcomes deposited in PubChem by several laboratories.
NPY1 pot ag = potentiates or activates human NPY-Y1 receptor | P25929 | 0.37% of 220,000 active | AID 1304 | activation, % at 3.6 µM | NPY-Y1 expressing cells, potentiator/agonist activation; in the data active means activation above about 33%, passing the limit was not always enough;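 further: cells stimulated with NPY at EC10 then isoproterenol at EC100; 0% = low agonist plus stimulus and 100% = saturating agonist plus stimulus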
Runt-CBFb FRET = inhibitors of human RUNX1 Runt domain binding to CBFb | Q01196+Q13951 | inhibition, % at 20 µM | AID 1496 | Cerulean-Runt/Venus-CBFb FRET ratio 530/480, 1 h | 0.46% of 220,000 active;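 active means inhibition over about 50% at 20 µM in the single-dose screen, limit read from the data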;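 further: 0% = DMSO wells and 100% = excess unlabeled CBFb competitor control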
Target sequence (Q01196 whole entry, looked up, the tested form may be a part): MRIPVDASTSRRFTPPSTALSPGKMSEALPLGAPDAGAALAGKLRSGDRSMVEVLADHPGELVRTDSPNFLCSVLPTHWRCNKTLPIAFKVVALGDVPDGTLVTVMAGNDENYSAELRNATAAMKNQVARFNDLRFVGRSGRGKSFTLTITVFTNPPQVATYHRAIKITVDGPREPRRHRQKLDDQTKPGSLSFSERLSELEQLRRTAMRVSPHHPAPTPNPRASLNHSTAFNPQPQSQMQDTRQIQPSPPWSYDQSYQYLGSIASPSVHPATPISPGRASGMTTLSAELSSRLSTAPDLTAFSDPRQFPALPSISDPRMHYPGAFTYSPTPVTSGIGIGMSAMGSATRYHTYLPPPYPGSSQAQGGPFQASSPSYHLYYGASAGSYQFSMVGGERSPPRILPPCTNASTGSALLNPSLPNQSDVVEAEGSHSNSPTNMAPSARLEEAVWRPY
Target sequence (Q13951 whole entry, looked up, the tested form may be a part): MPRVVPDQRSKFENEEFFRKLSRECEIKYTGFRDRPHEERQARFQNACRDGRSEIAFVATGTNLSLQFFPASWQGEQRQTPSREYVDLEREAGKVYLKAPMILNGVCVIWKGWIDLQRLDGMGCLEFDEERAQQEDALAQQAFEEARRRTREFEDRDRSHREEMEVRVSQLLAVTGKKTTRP
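Reagent – Venus-CBFb binding partner, 100 nM · Assay system – Cerulean-tagged RUNX1 Runt domain (FRET donor) fusion protein · Input – 100 nM per protein · Incubation – two 1 h room-temperature incubations shielded from light · Measured by – FRET fluorescence · Medium – Tris buffer pH 7.5 with salts and BSA · Benchmarks – unlabeled CBFb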
NPY2 pot ag = human NPY-Y2 potentiation or agonism, primary screen | cells expressing NPY-Y2, potentiator/agonist read-out | activation, % at 3.6 µM | 0.45% of 220,000 active | AID 1359; in the data active means activation above about 27%;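 further: cells stimulated with NPY near EC25 plus isoproterenol at EC100; 0% = vehicle plus submaximal agonist and 100% = vehicle plus saturating agonist; some results beyond the cut were filed as inactive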
S1P4 antagonist = antagonists of human S1P4 receptor; O95977; S1P4-expressing cells, antagonist mode, reporter read-out; inhibition, % at 4.98 µM; 0.26% of 220,000 active; AID 1510; in the data active means inhibition above about 29%;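 further: 0% = wells stimulated with agonist and 100% = vehicle wells without agonist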
Target sequence (O95977 whole entry, looked up): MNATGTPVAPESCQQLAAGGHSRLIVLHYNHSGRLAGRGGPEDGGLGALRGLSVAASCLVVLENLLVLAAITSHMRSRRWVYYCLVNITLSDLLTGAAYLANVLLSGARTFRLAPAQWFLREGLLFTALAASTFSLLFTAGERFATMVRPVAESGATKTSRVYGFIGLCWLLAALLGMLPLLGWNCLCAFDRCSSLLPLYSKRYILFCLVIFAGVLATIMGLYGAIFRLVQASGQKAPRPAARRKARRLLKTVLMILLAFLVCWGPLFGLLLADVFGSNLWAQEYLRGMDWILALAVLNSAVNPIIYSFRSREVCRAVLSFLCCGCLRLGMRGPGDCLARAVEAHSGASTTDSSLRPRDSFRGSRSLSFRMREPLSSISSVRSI
BaF3 tox = reduces parental Ba/F3 cell viability, JAK2V617F counter-screen; CellTiter-Glo ATP luminescence; inhibition, % at 5.6 µM; 1.1% of 220,000 active; AID 1486;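 active means inhibition above a per-campaign cutoff, the mean inhibition of all tested compounds plus 3 SD, cut at about 27% in these data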;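 further: 0% = DMSO wells and 100% = JAK Inhibitor I control wells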
S1P4 ag = human S1P4 receptor agonism; activation, % at 4.98 µM; S1P4-expressing cell line, agonist reporter assay; O95977; 0.35% of 220,000 active; AID 1509; in the data active means activation above about 11%;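 further: 0% = DMSO vehicle and 100% = reference agonist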
NPY-Y1 antag = antagonists of human neuropeptide Y receptor Y1; P25929; HEK293-CNG Y1 cells, membrane potential fluorescence; NPY at EC95, then isoproterenol; inhibition, % at 3.6 µM; 1% of 200,000 active; AID 1040;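 active means inhibition above the campaign mean inhibition of all tested compounds plus 3 SD, cut at about 20% in these data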;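 further: 0% = DMSO wells given NPY plus isoproterenol and 100% = isoproterenol alone without NPY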
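System: HEK293 cells with Y1 receptor plus CNG channel / Probe or stimulus: NPY 25 nM then isoproterenol 1 µM plus Ro 20-1724 25 µM / Compound: one concentration, 3.6 µM, in 0.4% DMSO / Schedule: compound incubation 1 h at room temperature, readout 45 min post-stimulation / Measured by: membrane potential fluorescence / Read-out: % inhibition of NPY effect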
RBBP9 inhibitor = blocks human serine hydrolase RBBP9; O75884; recombinant RBBP9, FP-Rh probe fluorescence polarization; inhibition, % at 7.94 µM; 0.2% of 220,000 active; AID 1515;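 active means inhibition above the campaign mean of all tested compounds plus 3 SD, cut at about 14% in these data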;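 further: plate controls were DMSO wells with RBBP9 for no effect and wells lacking RBBP9 protein for full effect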
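Measured by – fluorescence polarization · Test system – RBBP9 protein · Input – 2.5 µM RBBP9 dispensing solution, before mixing · Measure – percent inhibition from mP, scaled between DMSO and no-protein wells · Benchmarks – DMSO-treated enzyme wells and wells lacking RBBP9 · Times – preincubation 30 min plus labeling 45 min at 25 °C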
Ba/F3 V617F tox = lowers viability of Ba/F3 cells expressing EpoR and JAK2V617F. ATP luminescence. inhibition, % at 5.6 µM. 1.1% of 220,000 active. AID 1446;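 active means inhibition above the campaign mean plus 3 SD over all tested compounds, cut at about 24% in these data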;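 further: cytokine-independent growth of Ba/F3 cells driven by EpoR plus mutant JAK2; 0% = DMSO-treated cells and 100% = JAK inhibitor I control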
The depositor's hits bear a star; x = not tested or not shown.

SMILES	NPY1 pot ag	Runt-CBFb FRET	NPY2 pot ag	S1P4 antagonist	BaF3 tox	S1P4 ag	NPY-Y1 antag	RBBP9 inhibitor	Ba/F3 V617F tox
COc1ccccc1OCCNC(=O)c1cc(=O)[nH]c2ccccc12	1	0	-2	-4	-11	0.9	x	0	1
O=C(c1n[nH]c2ccccc12)N1CCCCC1	-9	1	-1	-13	8	0.1	4	-9	4
CCN1C(=O)CC(N2CCN(c3ccc(Cl)cc3)CC2)C1=O (configuration not stated)	-12	-2	11	-10	-2	-0.8	5	-3	-5
Cc1cccc(N(CC(=O)NC2CCCC2)C(=O)c2nsc(Cl)c2Cl)c1C	17	0	8	-13	1	-0.9	6	-6	0
Cc1ccc2nc(C)c(C(=O)O)cc2c1	7	-2	-5	9	2	-0.3	3	-7	-5
Nc1nonc1NN=C1CCCCC1	4	4	-23	15	-8	0.9	x	0	5
O=C(OCn1nnc2ccccc2c1=O)c1cccs1	17	0	4	-6	6	1.1	-4	2	-2
O=C(Cc1cccs1)Nc1cc(SCCO)cc([N+](=O)[O-])c1	-17	0	-8	5	9	0.7	-2	1	5
Cc1ccc(O)c(C(CC(=O)NCc2cccnc2)c2ccccc2)c1 (configuration not stated)	-2	-1	-8	-7	8	2.6	-3	-5	3
Cc1sc2nc(CSc3ccccc3)nc(N3CCN(C)CC3)c2c1C	-25	-2	-10	0	4	0.7	12	-2	0
Cc1ccc(NC(=S)N(CCN2CCCCC2)Cc2ccco2)cc1Cl	-7	2	1	5	13	-0.5	6	-2	2
O=C(CCCSc1nc2ccccc2[nH]1)NCc1ccc(Cl)cc1	-14	-4	9	-2	2	-2.0	1	-15	-2
COc1ccccc1C1NC=C([N+](=O)[O-])C=C1[N+](=O)[O-] (configuration not stated)	-15	7	8	-23	6	0.5	2	-5	4
Clc1ccc(CSc2nnc([C@@H]3CCCN3)o2)cc1	10	0	-14	-15	6	1.8	-2	-1	3
Cc1ccc(-n2cccc2/C=N/n2cnnc2)cc1Cl	-11	2	-9	-3	5	1.9	-1	6	0
CCOC(=O)c1cn2nc(Oc3cccc(F)c3)ccc2n1	0	2	-10	8	-1	1.0	x	-3	-3
COc1ccccc1NS(=O)(=O)c1ccc(C(=O)OCC(=O)NCc2ccco2)cc1	4	0	9	-10	6	-0.1	3	-7	1
Cc1ccc(C)c(NC(=O)C(Sc2nnc(-c3cccs3)o2)c2ccccc2)c1 (configuration not stated)	-5	2	-7	-10	72*	0.3	3	-4	89*
O=C(Nc1cc(Cl)ccc1Cl)N1CCCC1	18	-1	7	-9	9	-0.3	-3	1	1
FC(F)(F)c1cccc(NC(=S)Nc2cccc(NC(=S)Nc3cccc(C(F)(F)F)c3)n2)c1	29	23	10	-20	-1	3.0	x	-23	-4
CCCCN1C2=C(C(=O)CC(C)(C)C2)C(c2ccccc2)C2=C1c1ccccc1C2=O (configuration not stated)	-14	-3	-5	-9	6	-2.4	9	-10	1
O=C1C(=O)N(CCN2CCCCC2)c2ccccc21	11	-6	6	1	2	0.4	1	-8	-1
COc1ccc(-c2nnc(-c3cc4c(ccc5ccccc54)oc3=O)o2)cc1	18	16	-6	8	0	-1.4	4	1	-3
Cc1onc(-c2ccccc2Cl)c1C(=O)NCCCN1CCOCC1	-6	-1	-6	-20	2	-0.2	1	0	-4
CCOC(=O)N1CCN(S(=O)(=O)c2cc(Cl)c(OC)cc2Cl)CC1	16	-6	9	-4	0	-0.4	2	-9	-4
Cc1ccc(S(=O)(=O)NCC(C)NS(=O)(=O)c2ccc(C)cc2)cc1 (configuration not stated)	-11	1	-11	-21	1	0.1	-2	-6	-2
COc1ccccc1Cn1c(CO)nc2ccccc21	20	2	12	2	5	2.0	x	0	-2
O=S(=O)(Nc1nc2ccccc2nc1-[n+]1ccccc1)c1ccc(Cl)cc1	-13	0	-1	-15	1	-0.3	-3	-7	-2
O=C(CSCc1cccc(F)c1)NCc1ccccc1	11	0	4	2	1	-1.2	1	-5	-2
Cc1ccc(-c2csc3ncnc(Oc4cccc5ccc(C)nc45)c23)cc1	-7	-4	-7	-21	-1	2.8	-1	-8	-5
Cc1nc(NC(=O)Nc2ccc(Cl)cc2)sc1C	23	5	4	-6	6	3.0	0	-6	2
Oc1ccccc1CNc1cccc2cccnc12	21	6	-12	-5	3	1.9	0	-3	0
Cc1ccc(CNC(=O)Cn2c([N+](=O)[O-])cnc2C)cc1	-7	-1	17	-13	7	0.9	0	-8	-2
CC(=O)c1ccc2noc(-c3ccccc3)c2c1	-14	x	0	-3	4	-0.3	-3	-7	2
O=C(O)c1ccc(CSc2nnc(-c3ccccc3Cl)n2-c2ccccc2)cc1	6	0	8	-15	4	0.9	3	-6	0
Cc1ccc(C)c(NC(NC(=O)c2ccccn2)C(Cl)(Cl)Cl)c1 (configuration not stated)	30	0	15	14	1	-0.2	-8	4	-5
CN(C)CCCNC(=O)C(=O)NCC1CCCO1 (configuration not stated)	-15	0	1	-2	7	-1.0	6	-8	4
O=C(Cc1ccc(Br)cc1)OCC(=O)c1ccc2c(c1)OCCO2	2	-2	-12	8	-1	0.8	13	-8	-4
CC(=O)Nc1ccc(S(=O)(=O)NC2(C(F)(F)F)C(=O)Nc3c2c(=O)[nH]c(=O)n3Cc2ccccc2)cc1 (configuration not stated)	-18	0	-1	-17	5	2.4	1	2	-1
CN(CC(=O)NCc1ccccc1)S(=O)(=O)c1cnc[nH]1	-1	1	7	-31	6	-2.0	7	5	0
CCC(=O)N1CCc2cc(S(=O)(=O)CCC(=O)NC(C)CC)ccc21 (configuration not stated)	14	0	0	-9	2	-0.1	-2	-9	-4
CN(C)CCCNCC(=O)Nc1ccccc1N1CCOCC1	-25	0	-3	4	5	-3.5	7	-2	-1
O=C(C1=C[C@H](c2ccc(Br)cc2)C[C@H](OCCCCO)O1)N1CCOCC1	3	0	-1	0	2	0.1	-6	-9	-1
CCOC(=O)CCC(=O)Nc1ccc(S(=O)(=O)N2CCCCC2)cc1	15	-2	0	11	4	-0.2	-3	-8	1
CCCSc1nnc2c(n1)OC(c1cccn1C)N(C(C)=O)c1ccccc1-2 (configuration not stated)	-17	0	-2	-10	1	1.1	0	-1	-1
CCN(CC)S(=O)(=O)c1ccc(N2CCOCC2)c(NC(=O)c2ccc(F)cc2)c1	-18	-3	0	4	3	2.0	15	-1	-1
O=C(c1cccc([N+](=O)[O-])c1)N1CC2C3C=CC(C3)C2C1 (configuration not stated)	20	-1	0	7	-1	1.1	-2	5	0
CCOc1ccc(NC(=S)N(C)C)cc1	5	0	29	-15	2	-0.1	x	1	-5
Cc1ccc(C(=O)NCCc2ccncc2)cc1	-1	1	-12	8	8	-0.7	-2	5	-1
COc1ccccc1NS(=O)(=O)c1cc(NC(=O)c2ccc(=O)[nH]c2)ccc1N1CCOCC1	-12	-1	0	14	0	0.7	0	-14	-1
CC1CCCCN1Cc1ccc(-c2nn[nH]n2)cc1 (configuration not stated)	-6	-2	-5	9	6	-1.4	-2	-2	5
Cc1ccc(C)c(NC(=O)CN(C)S(=O)(=O)c2ccccc2)c1	-27	1	-15	-22	0	-0.2	-3	-8	-3
O=c1cc(CSc2nnc(-c3ccco3)o2)c2ccccc2[nH]1	5	2	2	12	-2	-1.7	-5	-2	-5
Cc1cc(Cl)ccc1OCC(=O)Nc1ccccc1N1CCOCC1	-17	0	0	-6	0	-1.8	11	6	-2
CC1(C)C(=O)OC(C(=O)c2ccccc2)C2(CCCCC2)C1=O (configuration not stated)	-40	-3	14	-8	4	2.0	-1	-3	0
CCOC(=O)c1ccc(CNC(=O)Cn2nnc(-c3ccccc3)n2)o1	-6	0	-11	-4	5	-0.6	5	-7	2
S=c1[nH]nc(COc2ccccc2)n1/N=C/c1cccs1	-4	16	-7	-4	2	1.6	1	-10	1
COc1ccc(C(CNC(=O)Cc2c(F)cccc2Cl)N2CCCCC2)cc1 (configuration not stated)	-18	-1	-18	-2	12	1.4	14	-5	1
C/C(=N\NC(=O)CSc1nnc(C)s1)c1ccc(O)cc1	7	0	5	-1	2	-2.5	0	-6	-1
O=S1(=O)CCN(Cc2ccc(Cl)cc2)CC1	-2	1	0	2	2	0.8	4	-4	-1

More entries follow:
SMILES	NPY1 pot ag	Runt-CBFb FRET	NPY2 pot ag	S1P4 antagonist	BaF3 tox	S1P4 ag	NPY-Y1 antag	RBBP9 inhibitor	Ba/F3 V617F tox
COc1ccc(C2NC(=O)NC(O)(C(F)(F)F)C2C(=O)c2ccc(F)cc2)cc1 (configuration not stated)	-8	-2	0	-14	2	1.2	0	-8	1
Cc1c(CN2CCc3c([nH]c4ccccc34)C2C2CCCCC2)cnn1C (configuration not stated)	-9	-3	-11	-7	6	0.5	12	-3	0
Cc1ccc(C(=O)N2CCc3ccccc32)cc1	13	-1	-4	-21	2	-3.8	4	1	-2
CCc1ccc(-c2nc(-c3ccncc3)no2)cc1	-25	-4	4	13	5	-1.3	-8	5	2
CCOC(=O)CCc1c(C)c2ccc(OCc3ccc([N+](=O)[O-])cc3)cc2oc1=O	-25	-2	2	-4	7	1.9	-4	-8	1
COC(=O)N1CCN(c2ccc(OC)cc2)CC1	-11	0	-7	-11	0	-2.7	0	1	-4
COc1ccc(CCNc2ccc(C(=O)O)cc2[N+](=O)[O-])cc1OC	10	-3	11	1	6	1.3	8	-4	1
Cc1ccccc1NC(=S)N(Cc1cccnc1)Cc1ccco1	6	1	-3	-3	4	-0.3	3	2	-3
CCOC(=O)c1ccc(S(=O)(=O)Nc2nc3cc(S(=O)(=O)NC4=NCCCCC4)ccc3s2)cc1	-17	12	-9	-8	3	-0.4	5	-9	0
C=CCNC(=O)c1onc(CSc2ccc(F)cc2)c1C(=O)NCCOC	2	-1	1	2	3	3.9	2	2	1
O=C(CN1C(=O)NC2(CCCC2)C1=O)N1CCc2ccccc2C1	2	0	19	15	1	-1.6	-3	-11	0
